Screening results deposited in PubChem by National Center for Advancing Translational Sciences (NCATS).
HTT cytoprotect: qHTS Multiplex Assay to Identify Dual Action Probes in a Cell Model of Huntington: Cytoprotection (ATP) | 230,000 tested, 0.14% active | Potency, µM (doses to about 56.4 µM), for the others: cytoprotection (ATP increase), hits mostly activators | PC12 HTT-Q103 induced, cytoprotection, ATP luminescence, 40 h | AID 1471, 2008;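 note: % of control where 0% means no effect; nearly all actives have a fitted effect of over 45% in size; toxic huntingtin expression switched on by the ecdysone agonist tebufenozide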
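Rat PC12, Q103 Htt exon1-GFP fusion, ecdysone promoter; tebufenozide inducer 100 nM final; compound titration; qHTS, 1500 cells/well; ATPlite luminescent read.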
Tau fibril ThT: qHTS for Inhibitors of Tau Fibril Formation, Thioflavin T Binding. AID 1460, 2008. 270,000 tested, 2.1% active. Potency, µM (titrated, usually from 57.4 µM), inactives show at the top dose activity, negative = inhibition, usual class: inhibitors. Microtubule-associated protein tau (Homo sapiens), P10636. recombinant tau K18 P301L, heparin-induced fibrillization, ThT fluorescence; note: % is set by controls: 0 for no effect and ±100 for the full control effect; nearly all actives have a fitted effect of over 55% in size
Target sequence (P10636 561-689 P618L limits assumed): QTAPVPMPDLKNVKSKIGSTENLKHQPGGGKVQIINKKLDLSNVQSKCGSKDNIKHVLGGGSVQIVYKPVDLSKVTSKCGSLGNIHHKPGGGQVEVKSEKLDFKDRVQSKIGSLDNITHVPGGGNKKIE
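K18 P301L tau (15 uM + 0.24 uM Alexa 594-tagged), heparin 20 uM, NaOAc pH 7, 6 h 37 C; ThT 30 uM, 1 h RT, ex 450/em 510 nm.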
GAA glycogen mod: qHTS Assay for Inhibitors and Activators of Human alpha-Glucosidase Cleavage of Glycogen. Lysosomal alpha-glucosidase (Homo sapiens), P10253. Potency, µM (highest dose often 76.4 µM), for the others: at the highest dose activity change, negative = inhibition, most hits filed as inhibitors. recombinant GAA, glycogen substrate, Amplex Red glucose oxidase fluorescence. 300,000 tested, 0.38% active;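 note: 0% = full enzyme reaction and -100% = no-enzyme basal signal; the screen sought inhibitors and activators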
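Recombinant human enzyme (4 nM); glycogen substrate; 37 C, 40 min, pH 5.0. Readout: coupled glucose oxidase/Amplex Red fluorescence.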
Tau fluor counter: Counterscreen qHTS for Inhibitors of Tau Fibril Formation, Fluorescence Polarization | Potency, µM (top dose mostly 57.7 µM), for inactives: at the top dose activity change, negative = decrease | 280,000 tested, 0.93% active | tau K18 P301L Alexa594 fluorescence, heparin fibrillization; note: % is set by controls: 0 for no effect and ±100 for the full control effect; nearly all actives have a fitted effect of over 55% in size
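Human tau K18 P301L (15 uM unlabeled, 0.24 uM Alexa 594-labeled) in 100 mM sodium acetate pH 7 with 20 uM heparin, 6 hr at 37 C. ThT 30 uM added, 1 hr ambient; Alexa 594 FP and total fluorescence read at 555/632 nm.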
Tau FP inhib: qHTS for Inhibitors of Tau Fibril Formation, Fluorescence Polarization; 280,000 tested, 0.39% active; Microtubule-associated protein tau (Homo sapiens), P10636; AID 1468, 2008; Potency, µM (doses to about 57.7 µM), inactives show top-dose activity, negative = inhibition, usual class: inhibitors; K18 P301L tau heparin fibrillization, Alexa594 FP, 6 h; note: % is set by controls: 0 for no effect and ±100 for the full control effect; nearly all actives have a fitted effect of over 55% in size
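Quantitative HTS format: compounds meet 15 uM recombinant K18 P301L tau and Alexa 594-tau tracer in 100 mM sodium acetate pH 7; 20 uM heparin triggers fibrillization at 37 C over 6 hr; FP gives the signal.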
GLA spleen mod: qHTS Assay for Inhibitors and Activators of Human alpha-Galactosidase From Spleen Homogenate; Alpha-galactosidase A (Homo sapiens), P06280; human spleen homogenate, 4MU-alpha-Gal fluorescence, 40 min; Potency, µM (highest dose often 80 µM), without a hit: at the top dose activity change, negative = inhibition, hits mostly inhibitors; 240,000 tested, 0.008% active; AID 2107, 2009;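 note: 0% = enzyme with vehicle and -100% = no enzyme basal signal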
Target sequence (P06280 32-429 limits assumed): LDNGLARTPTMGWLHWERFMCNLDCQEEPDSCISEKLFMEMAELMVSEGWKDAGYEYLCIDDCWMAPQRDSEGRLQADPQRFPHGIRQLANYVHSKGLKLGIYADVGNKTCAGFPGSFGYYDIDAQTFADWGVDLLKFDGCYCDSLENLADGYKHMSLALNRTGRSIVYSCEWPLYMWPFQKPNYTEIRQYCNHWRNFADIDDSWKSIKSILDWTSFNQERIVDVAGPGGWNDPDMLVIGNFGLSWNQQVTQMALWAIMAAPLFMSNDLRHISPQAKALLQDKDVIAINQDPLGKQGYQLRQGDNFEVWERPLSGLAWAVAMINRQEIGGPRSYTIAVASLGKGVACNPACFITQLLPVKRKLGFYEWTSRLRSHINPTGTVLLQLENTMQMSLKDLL
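Inhibition or activation of alpha-galactosidase in human spleen homogenate is scored by 4-MU fluorescence after 40 min at 37C, pH 5.0, with 1 mM substrate. AC50s come from concentration-response fitted to the Hill equation.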
GAA inhib: qHTS Assay for Inhibitors of Human alpha-Glucosidase as a Potential Chaperone Treatment of Pompe Disease. AID 1466, 2008. 200,000 tested, 0.005% active. Potency, µM (titrated, usually from 76.9 µM), without a hit: at the highest dose activity change, negative = inhibition, hits mostly inhibitors. purified human GAA, 4-MU-alpha-glucoside fluorescence;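 note: plate controls were uninhibited enzyme wells for no effect and no-enzyme background for full effect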
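Compounds are titrated up to 77 uM against 4 nM human enzyme. Substrate 4-methylumbelliferyl-alpha-D-pyranoside (400 uM) reacts 20 min at room temperature in pH 5.0 buffer; liberated 4-methylumbelliferone is read at 440 nm.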
GAA spleen mod: qHTS Assay for Inhibitors and Activators of Human alpha-Glucosidase From Spleen Homogenate; Lysosomal alpha-glucosidase (Homo sapiens), P10253; human spleen homogenate, 4-MU-alpha-glucoside fluorescence; Potency, µM (titrated, usually from 79.9 µM), for the others: at the highest dose activity change, negative = inhibition, most hits filed as inhibitors; 240,000 tested, 0.006% active;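 note: 0% = enzyme with vehicle and -100% = no enzyme basal signal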
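Human spleen homogenate (1 ug) with 4-methylumbelliferyl-alpha-D-glucopyranoside (1 mM final) in 50 mM citrate/phosphate pH 5.0, 0.01% Tween-20; 40 min at 37 C. Stopped at pH 10; 4-MU fluorescence Ex 365/Em 440 nm; AC50 by Hill fit.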
* = called active by the depositor; ? = inconclusive; · = not tested or not shown; & = joins results of further samples; [ ] = another dose, or the depositor's remark. Calls come from the whole dose curve; as a rule, active = well fitted curve in the direction sought with a large enough effect; inconclusive = small, poorly fitted or top-dose-only effect, or another doubt; inactive = no such curve, though single readings can be large; an effect the other way counts as inactive or inconclusive. Potency is the fitted concentration of half-maximal effect.

Below each SMILES: GAA glycogen mod | Tau FP inhib | Tau fibril ThT | Tau fluor counter | GAA spleen mod | GLA spleen mod | GAA inhib | HTT cytoprotect
C=CCOc1ccc(CNC(C)(C)CO)cc1OCC
    -3% | -7% | -4% | -1% | 0% | 4% | 10% | -4%
C=CCN(C(=O)CCC(=O)Nc1cc(C)on1)C(C(=O)NC(C)(C)C)c1cccc(OC)c1OC (stereo unspecified)
    8% | -13% | -11% | -8% | 0% | -6% | -8% | -17%[10 µM]
CO[C@H]1COC(=O)C/C=C\[C@H](C)[C@@H](OC)COC(=O)[C@@H](C)COC(=O)C/C=C\[C@@H]1C
    · | 1%[11.6 µM] | -7%[11.5 µM] | -2%[11.6 µM] | -4%[17.4 µM] | -9%[17.5 µM] | · | -1%[10 µM]
CCOC(=O)CNC(=O)CSc1nc(-c2ccc(OC)cc2)ns1
    4% | -1% | -3% | 1% | -6% | -5% | -8% | ·
Cn1c(C(=O)NCCOc2ccccc2Cl)cc(=O)n(C)c1=O
    2% | 5% | 0% | -2% | -1% | -3% | 0% | -30%[inhibitor]
CCc1c2c(nc3c(C(C)C)cccc13)-c1cccc(=O)n1C2
    · | -6% | ? | -15% | ? | ? | · | -72%[inhibitor]
Cc1ccccc1N(C)S(=O)(=O)c1nnc(NC(=O)C(C)C)s1
    -1%[76.3 µM] | 1% | -17% | -11% | · | · | · | ·
COC(=O)[C@@H]1CC[C@H](C)[C@@H](c2ccc(C)cc2)N1C(=O)c1ccc(/C=N/O[C@@H](C)CN2CCCCc3nc(C)c(C)cc32)cc1
    -8% | -3% | ? | -25% | -2% | -1% | -1% | ·
CCC(CC)C(=O)Nc1cccc(C(=O)NCc2ccco2)c1
    -4% | -5% | ? | -1% | -6% | -5% | -3% | -6%[10 µM]
COc1ccc(C(=O)CSc2nnc(CCc3ccccc3)n2-c2ccccc2)cc1
    -3% | -10% | -11% | -12% | 1% | 3% | -4% | -7%
Clc1ccc2nc(N3CCCCC3)[nH]c2c1
    2% | 1% | -14% | -9% | -1% | -5% | 6% | -29%
CCc1ccc(N2CCN(C(=O)c3ccc(OC)c(OC)c3)CC2)cc1
    -4% | 2% | -13% | 0% | -10% | 0% | ? | -7%
Nn1c(SCC(=O)NC(=O)NCc2ccco2)nnc1-c1ccc(OC(F)F)cc1
    1% | 1% | ? | -14% | -2% | -17% | -3% | -5%
O=c1[nH]c(SCc2ccccc2)nc2c1CCCC2
    14%[76.3 µM] | 0% | 7% | -7% | · | · | · | ·
O=C(/C=C/c1cccc([N+](=O)[O-])c1)Nc1ccc(NC(=O)c2cccs2)cc1
    4% | 15% | ? | ? | -3% | -7% | 4% | -14%[10 µM]
CCCOc1ccc(/C=C/C(=O)N2CCN(c3ccccn3)CC2)cc1
    -6% | 3% | -14% | -3% | · | 1% | ? | -43%[inhibitor]
O=c1c2ccccc2nc2n1CCCN2
    1% | -5% | -6% | -3% | 5% | 16% | 9% | 5%[10 µM]
CCCCn1c(NC(C)CC)nc2c1c(=O)[nH]c(=O)n2C (stereo unspecified)
    3% | 2% | 3% | 6% | 2% | 9% | -2% | -28%[0.074 µM]
CCCn1c(NCc2ccccc2F)nc2ccccc21
    10%[76.3 µM] | 4% | -5% | -13% | · | · | · | ·
O=C(NCCN1CCOCC1)c1ccccc1Oc1ccccc1
    4% | 4% | 4% | 5% | -8% | 1% | 1% | 18%[10 µM]
CCCN(CC(=O)Nc1ccccc1C)C(=O)/C=C/c1cccs1
    1% | 0% | 0% | -6% | 1% | 6% | -3% | 22%[1.9 µM]
N#C/C(=C\c1cccc(O)c1)C(=O)Nc1ccc2c(c1)OCCO2
    -5% | 7% | ? | -7% | -3% | 0% | -12% | -15%[10 µM]
CN(C)c1cccc(C(=O)NCC2CCCO2)c1 (stereo unspecified)
    -3% | -2% | -9% | -5% | 6% | 6% | -11% | -8%
O=C(Cc1cccc2ccccc12)N/N=C/c1ccc(Sc2cccc3cccnc23)o1
    -10% | -14% | -17% | ? | -4% | -5% | 0% | 39%[10 µM]
CN1CCN(S(=O)(=O)c2ccc(NC(=O)C(C)(C)C)cc2)CC1
    8% | 2% | 7% | -3% | -5% | -25% | -5% | -13%[10 µM]
O=C(NCc1ccncc1)NC12CC3CC(CC(C3)C1)C2
    8% | -5% | -2% | -8% | · | 3% | -7% | -28%
CCc1nnc(NC(=O)c2ccc(OCc3c(C)noc3C)c(OC)c2)s1
    4% | 6% | -14% | 4% | -2% | -1% | 0% | 12%[10 µM]
CCOc1cc(/C=N/Nc2cccc(C(=O)O)c2)ccc1OCC(=O)N1CCCCC1
    ? | 2% | ? | -9% | 2% | -7% | 3% | 21%
COc1ccc2nc3cccc(OC)c3nc2c1
    -5% | ? | 16µM* | -26% | -6% | -7% | -4% | -50%[inhibitor]
COc1cc(/C=C(\NC(=O)c2ccccc2)C(=O)NCCO)c([N+](=O)[O-])cc1OC
    5% | 1% | -7% | 0% | -6% | -8% | -4% | ·
CCOC(=O)N1CCN(C(=O)/C(=C/c2cccc3ccccc23)NC(=O)c2ccc(OC)c(OC)c2)CC1
    17% | -7% | -17% | -5% | -16% | 1% | -12% | 4%[10 µM]
COc1ccc2c(CN3CCN(S(=O)(=O)c4cccs4)CC3)cc(=O)oc2c1
    -18% | 1% | -13% | -30% | -1% | 2% | ? | -17%[1.9 µM]
C=CCNC(=S)NCC
    3% | 3% | 2% | 3% | -5% | 0% | · | 2%[10 µM]
COc1ccc(OC)c(-c2c[n+](=O)c3c(n2[O-])CCCC3)c1
    8% | 5% | 7% | 1% | 2% | -8% | -5% | -7%
CC(CCC(=O)Nc1nncs1)C(=O)O (stereo unspecified)
    5% | -1% | -2% | 2% | 2% | 0% | 3% | -13%[10 µM]
CN(c1ccc(C(=O)NC2CC3CCC2C3)cc1)S(C)(=O)=O (stereo unspecified)
    4% | 7% | -3% | 3% | 3% | 6% | -7% | -16%
COc1ccccc1NC(=O)CN(c1ccccc1F)S(C)(=O)=O
    5% | -2% | 5% | 0% | 8% | 10% | 1% | 6%
CC(C)[C@H](N)c1nnc(SCC(=O)c2ccc(Cl)cc2)o1
    25% | -10% | -14% | -18% | 3% | 5% | -2% | -15%
C=C[C@H]1CCC=C2C(=O)CCC[C@@H]21
    · | ? | -7% | -6% | -1% | 3% | · | ·
c1ccc(C2[C@H]3CN(CC4CCCCC4)[C@H](c4ccccc4)C34CC2(c2ccccc2)C4)cc1 (stereo partly specified)
    -9% | 3%&-6% | 2%&-8% | 7%&2% | -15%&2% | -2%&4% | · | -32%

Filtered by structure: the entries above containing a Cl atom (3)
Below each SMILES: GAA glycogen mod | Tau FP inhib | Tau fibril ThT | Tau fluor counter | GAA spleen mod | GLA spleen mod | GAA inhib | HTT cytoprotect
Cn1c(C(=O)NCCOc2ccccc2Cl)cc(=O)n(C)c1=O
    2% | 5% | 0% | -2% | -1% | -3% | 0% | -30%[inhibitor]
Clc1ccc2nc(N3CCCCC3)[nH]c2c1
    2% | 1% | -14% | -9% | -1% | -5% | 6% | -29%
CC(C)[C@H](N)c1nnc(SCC(=O)c2ccc(Cl)cc2)o1
    25% | -10% | -14% | -18% | 3% | 5% | -2% | -15%

Additional structures.
Below each SMILES: GAA glycogen mod | Tau FP inhib | Tau fibril ThT | Tau fluor counter | GAA spleen mod | GLA spleen mod | GAA inhib | HTT cytoprotect
Cc1ccc(CCNC(=O)C(CC(C)C)NS(=O)(=O)c2ccc3c(c2)oc(=O)n3C)cc1 (stereo unspecified)
    8%[76.3 µM] | -9% | 9% | -1% | · | · | · | ·
CCC(C)(C)NC(=O)CCn1c(-c2ccccc2)cc(C(C)=O)c1C
    -10% | 3% | -4% | -7% | -9% | -24% | 1% | -20%
NS(=O)(=O)c1ccc2c(c1)oc(=O)c1cc(S(N)(=O)=O)ccc12
    -1% | -12% | -4% | -4% | -6% | -2% | -12% | 10%[10 µM]
CN(C)/C=C/C(=O)c1cccc(Oc2ncccn2)c1
    -13% | -6% | ? | -9% | -7% | -5% | ? | 2%
CN(C(=O)c1cc(-c2ccccc2O)on1)c1ccccc1
    -7%[76.3 µM] | -7% | -3% | ? | · | · | · | ·

Among those listed so far, 6 contain an aryl thioether with sulfur outside any ring:
Below each SMILES: GAA glycogen mod | Tau FP inhib | Tau fibril ThT | Tau fluor counter | GAA spleen mod | GLA spleen mod | GAA inhib | HTT cytoprotect
CCOC(=O)CNC(=O)CSc1nc(-c2ccc(OC)cc2)ns1
    4% | -1% | -3% | 1% | -6% | -5% | -8% | ·
COc1ccc(C(=O)CSc2nnc(CCc3ccccc3)n2-c2ccccc2)cc1
    -3% | -10% | -11% | -12% | 1% | 3% | -4% | -7%
Nn1c(SCC(=O)NC(=O)NCc2ccco2)nnc1-c1ccc(OC(F)F)cc1
    1% | 1% | ? | -14% | -2% | -17% | -3% | -5%
O=c1[nH]c(SCc2ccccc2)nc2c1CCCC2
    14%[76.3 µM] | 0% | 7% | -7% | · | · | · | ·
O=C(Cc1cccc2ccccc12)N/N=C/c1ccc(Sc2cccc3cccnc23)o1
    -10% | -14% | -17% | ? | -4% | -5% | 0% | 39%[10 µM]
CC(C)[C@H](N)c1nnc(SCC(=O)c2ccc(Cl)cc2)o1
    25% | -10% | -14% | -18% | 3% | 5% | -2% | -15%
